Lipid storage S3 – qHTS Assay for Lipid Storage Modulators in Drosophila S3 Cells; Drosophila S3 cells, BODIPY lipid droplet fluorescence, 18-24 h; cells fed with added oleic acid; lipid storage change, negative = inhibition, % at the top dose, mostly 46.1 µM; hits show Potency in µM; hit rate 0.64% among 320,000; AID 2685; active = well fitted inhibition curve with a large enough effect in the signal ratio, with a control signal flat, not every such curve was filed as active; inconclusive = small, poorly fitted or top-dose-only effect, or effect the other way, or a change in a side signal; the % refers to the signal ratio
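Laser-scanning cytometry quantifies lipid droplet accumulation (500–530 nm total intensity; droplet/cell object ratio) in oleic acid-fed (400 uM added) Drosophila S3 cells treated with a concentration series. 20 uM Triacsin C defined 100% inhibition.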
Lipid storage S3 cell count max – second read-out of Lipid storage S3, no call of its own (marks repeat the call); cell number change, %; measured here: cell count max response;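 cells counted by Cell Tracker Red CMTPX staining in the red channel; peak over a dose series mostly up to 46.1 µM; percent activity relative to internal control wells on each plate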
Active calls of the source: *; i = inactive; ? = inconclusive; . = not tested or not shown; [ ] = remark or other dose. % is set by controls: 0 for no effect and ±100 for the full control effect; potency is the fitted concentration of half-maximal effect.

Results follow in this order: Lipid storage S3, Lipid storage S3 cell count max
> COc1ccc(NC(=O)C2(c3ccc(NC(=O)c4ccc(OC)c(OC)c4)cc3)CCCC2)cc1
  9%, 9
> Cc1ccc(NC(=O)c2cc3ccccc3o2)cc1S(=O)(=O)N(C)C
  ?, .
> CCC(CC)c1nnc(NC(=O)c2ccc(S(=O)(=O)N3CCc4ccccc4C3)cc2)s1
  ?, .
> Cc1cc(C)c(S(=O)(=O)c2ccc(Cl)cc2)c(Cl)n1
  ?, .
> COc1ccc(C(=O)/C=C/c2ccccc2C(F)(F)F)cc1
  -7%, 2
> O=C(NCCO)C(=O)NCC1OCCCN1S(=O)(=O)c1ccc2c(c1)OCCO2 (stereo not drawn)
  -1%, 5
> Cc1ccc(NC(=O)c2cc(NC(=O)/C=C\C(=O)O)ccc2N2CCCCC2)cc1
  0%, -3
> COc1ccc(N2C(=O)CC(NCC#N)C2=O)cc1 (stereo not drawn)
  -6%, 8
> CC(C)NC(=O)/C=C/C(=O)O
  2%, 11
> CCOC(=O)c1c(NC2OC(=O)c3c2ccc(OC)c3OC)sc(C(=O)OC(C)(C)C)c1C (stereo not drawn)
  ?, .
> CCOc1ccc(/C=N/NC(=S)NC2CC3C=CC2C3)cc1 (stereo not drawn)
  -1%, 0
> Cc1nn(-c2ccc([N+](=O)[O-])cc2)c2c1C(c1cccc(Br)c1)N1C(=N2)C(=O)Nc2ccccc21 (stereo not drawn)
  ?, .
> Cc1cc(C)nc(NS(=O)(=O)c2ccc(N/C=C/C(=O)c3ccc(Cl)c(Cl)c3)cc2)n1
  ?, .
> O=c1c(-c2ccccc2)cnc2n1CCS2
  ?, .
> O=S(=O)(NC1CCCCC1)c1ccc(Br)s1
  ?, .
> C=CCn1c(COc2ccccc2)nnc1SCC(=O)Nc1ccc2c(c1)OCCO2
  ?, .
> C=CCN1C(c2ccc(Br)cc2)=CS/C1=C(/C#N)c1nnc(N2CCOCC2)n1-c1ccccc1
  ?, .
> CCOc1ccc(NC(=O)CN(C)C(=O)CC2CCCC2)cc1OCC
  ?, .
> Cn1c(=O)c(C(=O)Nc2ncccc2O)c(O)c2ccccc21
  ?, .
> CCOc1cc(N2CCOCC2)c(OCC)cc1NC(=O)COC(=O)c1ccccc1OC(F)F
  -24%[0.0737 µM], 3
> CCOC(=O)c1c(CN(C)C)n(C)c2c(O)c(N=NC(N)=O)c3ccc(Br)cc3c12
  ?, .
> Cc1ccccc1NC(=O)CN1CCN(Cc2ccccc2)CC1
  ?, .
> O=C(NCc1ccccc1)c1ccc(Br)cc1
  22%, 2
> Cc1ccc(Nc2ccc(C(=O)NC3CCCCC3)cn2)cc1
  -8%, -16
> Cc1ccc(CN2CCN(Cc3cccn3-c3nccs3)CC2CCO)cc1 (stereo not drawn)
  0%, 14
> CCNC(=S)NNc1ccccc1
  4%, 13
> NCCS(=O)(=O)NC1CCCCC1
  19%, 8
> CCn1c(CC(C)C)n[nH]c1=S
  -1%, 7
> CCOC(=O)C1(Cc2ccc(Cl)cc2)CCN(C(=O)c2ccoc2)CC1
  16%, 3
> CC(=O)c1c(C)nc2ccc(C)cc2c1-c1ccccc1
  ?, .
> CC(=O)c1ccc(OCCCC(=O)Nc2ccc(S(=O)(=O)N3CCOCC3)cc2)cc1
  ?, .
> CN1CCCN(S(=O)(=O)c2ccc3ccccc3c2)CC1
  ?, .
> CC(=O)N1CCOc2ccc(S(=O)(=O)N3CC(C)CC(C)C3)cc21 (stereo not drawn)
  i, 17
> COc1ccc(NC(=O)c2cccs2)cc1
  0%, -2
> O=C(CN1CCOCC1)NN=C(c1ccccc1)c1ccccc1
  -9%, -2
> CN(C)S(=O)(=O)c1cccc(CNCC2COc3ccccc3O2)c1 (stereo not drawn)
  ?, .
> COc1ccc2c(CC(=O)Nc3ncc(C)s3)coc2c1
  ?, .
> Cc1ccsc1/C=N/NC(=O)CNC(=O)c1ccccc1
  i, -12
> O=C(Nc1ccc(N2CCOCC2)cc1)C1CCN(S(=O)(=O)c2ccccc2F)CC1
  1%, -2
> CCOc1ccc(OCCCCN2CCCC2)cc1
  ?, .
> Cc1nn(Cc2ccccc2)c(Cl)c1/C=C/C(=O)OC(C)C(=O)N1CCCC1 (stereo not drawn)
  i, .
> CN(C)c1ccc(/C=N/NC(=O)CN(c2cccc(Cl)c2)S(C)(=O)=O)cc1Br
  ?, .
> CC(=O)OCn1ncc(N2CCOCC2)c(Br)c1=O
  -4%, 25
> CC1CC(N(C(=O)c2ccco2)c2ccccc2)c2ccccc2N1 (stereo not drawn)
  i, 15
> O=C(c1ccc([N+](=O)[O-])o1)N1CCOCC1
  -12%, -2
> COCC(C)n1c(COc2ccccc2F)nnc1SCc1c(C)noc1C (stereo not drawn)
  ?, .
> CS(=O)(=O)N(CC(=O)Nc1c(F)cccc1F)Cc1ccccc1
  i, -8
> Cc1ccccc1C1c2[nH]c3ccccc3c2CCN1C(=O)c1ccc(=O)n(C)n1 (stereo not drawn)
  -6%, 2
> COc1ccc(CC(=O)OCC(=O)N2CCc3ccccc32)cc1OC
  i, -15
> COC(=O)CC1NCCc2cc(OC)c(OC)cc21 (stereo not drawn)
  ?, .
> O=S(=O)(c1ccc(NC(=S)N/N=C/c2ccc(N3CCOCC3)cc2)cc1)N1CCOCC1
  ?, .
> Cc1cccc(N2CCN(C(=O)CCn3c(=O)[nH]c4ccccc4c3=O)CC2)c1C
  7%, -2
> NC(=S)N/N=C/c1coc2cc(Cl)ccc2c1=O
  -3%, 10
> N/C(=N\OC(=O)c1ccccc1)c1ccncc1
  ?, .
> CC(=O)C(N=Nc1ccccc1)(Sc1nnc(-c2ccccc2)n1-c1ccccc1)C(C)=O
  0%, -5
> CCN(CCn1cccn1)C(=O)c1ccc2nc(Cc3ccc(OC)cc3)oc2c1
  ?, .
> COc1cccc(-c2noc(CCC(=O)NCCc3ccccc3)n2)c1
  24%, 15
> O=[N+]([O-])c1cc(/C=N\Nc2nccs2)ccc1O
  i, 16
> COC(=O)CSc1[nH]c2ccccc2c1[N+](=O)[O-]
  ?, .
> COC(=O)c1cc(-c2ccc(OC)c(OC)c2)n[nH]1
  ?, .

Following part.
Results follow in this order: Lipid storage S3, Lipid storage S3 cell count max
> Cc1ccc2[nH]c(CSc3ccccc3)cc(=O)c2c1
  i, -6
> Cc1nc(NCc2ccccn2)c2c3c(sc2n1)CCCC3
  0%, 3
> Cc1ccc(NC(=O)c2cc3ccccc3oc2=O)cc1S(=O)(=O)N(C)C
  5%, 9
> CCOC(=O)C1CCN(S(=O)(=O)Cc2ccccc2)C1=O (stereo not drawn)
  ?, .
> O=C(Nc1ccc(F)cc1)c1cc2c(s1)CCCC2
  ?, .
> COC(=O)C(NC(=O)c1ccccc1)=C(C)C
  16%, 15
> COc1ccc(CCn2c(-c3ccc(OC)cc3)nc3c(c(=O)c4ccccc4n3C)c2=O)cc1
  ?, .
> Cc1nc(SCC(=O)NC(=O)NC(C)C)nc(C)c1C
  ?, .
> O=C(/C=C/c1cccc(Cl)c1Cl)OCC(=O)N1CCOCC1
  ?, .
> CC(C(=O)Nc1cc([N+](=O)[O-])ccc1Cl)N1CCN(c2ccccc2)CC1 (stereo not drawn)
  2%, 0
> Cc1ccc(S(=O)(=O)Nc2ccc(S(=O)(=O)NC(C)(C)C)cc2)cc1
  ?, .
> Cc1cccc(NC(=O)C2CCCN(S(=O)(=O)c3ccc4[nH]c(=O)ccc4c3)C2)c1 (stereo not drawn)
  ?, .
> O=C(OCC(=O)N1CCN(C(=O)c2ccco2)CC1)c1ccccc1C(=O)c1ccccc1
  ?, .
> COC(=O)[C@@]1(Cc2ccc(F)cc2)[C@H]2c3cc(C(=O)N(C)C)n(Cc4ccccc4)c3C[C@H]2CN1C(=O)c1ccccc1
  ?, .
> Fc1ccccc1Sc1ccccc1CNC1=NCCN1
  ?, .

Entries of single compounds from above. Order of screens: Lipid storage S3 | Lipid storage S3 cell count max
COC(=O)[C@@]1(Cc2ccc(F)cc2)[C@H]2c3cc(C(=O)N(C)C)n(Cc4ccccc4)c3C[C@H]2CN1C(=O)c1ccccc1 reads ? | .
O=C(OCC(=O)N1CCN(C(=O)c2ccco2)CC1)c1ccccc1C(=O)c1ccccc1 reads ? | .

Sorted by SMILES length (high to low): some entries from above.
Results follow in this order: Lipid storage S3, Lipid storage S3 cell count max
> C=CCN1C(c2ccc(Br)cc2)=CS/C1=C(/C#N)c1nnc(N2CCOCC2)n1-c1ccccc1
  ?, .
> CC(=O)c1ccc(OCCCC(=O)Nc2ccc(S(=O)(=O)N3CCOCC3)cc2)cc1
  ?, .
> O=C(Nc1ccc(N2CCOCC2)cc1)C1CCN(S(=O)(=O)c2ccccc2F)CC1
  1%, -2
> Cc1ccc(S(=O)(=O)Nc2ccc(S(=O)(=O)NC(C)(C)C)cc2)cc1
  ?, .
> CS(=O)(=O)N(CC(=O)Nc1c(F)cccc1F)Cc1ccccc1
  i, -8

Going on with the list.
Results follow in this order: Lipid storage S3, Lipid storage S3 cell count max
> O=C(CN1C(=O)NC2(CCCC2)C1=O)Nc1ccc(C(F)(F)F)cc1
  i, 12
> NS(=O)(=O)c1ccc(Nc2ccccc2)c([N+](=O)[O-])c1
  3%, 15
> O=C(c1ccccc1C(=O)N1CCN(c2ccc(F)cc2)CC1)N1CCN(c2ccc(F)cc2)CC1
  2.6µM*, -27*
> C#CCNC(=O)c1ccc(OCc2ccccc2)cc1Cl
  ?, .
> COc1ccc(/C=N\NC(=O)c2ccc([N+](=O)[O-])c(C)c2)cc1COc1ccccc1C(N)=O
  i, -14
> Cc1cccc(C)c1NC(=O)Cn1c(=O)n(CCCC(=O)NC2CCN(Cc3ccccc3)CC2)c(=O)c2ccccc21
  4.1µM*, -10*
> COC(=O)c1cc2ccccc2c(=O)s1
  ?, .
> O=C(COC(=O)c1ccc2ncsc2c1)NC(=O)NCc1ccccc1
  ?, .
> CC(=Nc1ccc(C)c(C)c1)C1=C(O)CCC1=O
  ?, .
> O=C(O)c1sccc1NC(=O)c1c(Cl)cccc1Cl
  ?, .
> COc1ccc(NC(=O)CN(C)S(=O)(=O)c2ccc(Br)s2)cc1
  ?, .
> C=CCC1(C#N)C(=S)NC2=C(C(=O)CC(C)(C)C2)C1c1ccc(Br)cc1 (stereo not drawn)
  ?, .
> COc1cc(OC)c(Nc2cc(C)nc3nc(C)nn23)cc1Cl
  ?, .
> Cc1ncc([N+](=O)[O-])n1CC(=O)NCCc1ccccc1
  ?, .
> N#CCCn1cc(C(CC(=O)c2ccccc2)C(=O)O)c2ccccc21 (stereo not drawn)
  3%, 3
> COCCCN1CN(Cc2ccccc2)CNC1=S
  18%, 4
> Cc1cnc(C)c(N2CCN(C(=O)C3CCC(=O)N(CCc4cccc(F)c4)C3)CC2)n1 (stereo not drawn)
  i, -16
> CCNc1nc(NCC)n2c(SCC(=O)NC34CC5CC(CC(C5)C3)C4)nnc2n1
  3%, -13
> Cc1ccccc1C(=O)NC1CCN(Cc2nnnn2C2CCCC2)CC1
  1%, -1
> O=C(O)/C=C/c1cccc(NC(=O)c2ccccc2)c1
  -13%, -6
> COc1ccc(OC)c(S(=O)(=O)Nc2ccc(-c3ccc4nnc(C)n4n3)cc2)c1
  ?, .
> Cc1cc(C(=O)Nc2ccc(Cl)cc2)c(C)n1-c1ccccc1
  -26%, 9
> C=CCn1c(COc2ccc(OC)cc2)nnc1SCn1nnc2ccccc2c1=O
  ?, .
> Cc1cc(OCC(=O)OCC(=O)N(C)C2CCS(=O)(=O)C2)ccc1Cl (stereo not drawn)
  ?, .
> Nc1nc(N)c(N=Nc2ccc(Cl)cc2)c(=O)[nH]1
  ?, .
> CNC(=S)NC12CC3CC(CC(C3)C1)C2
  -18%, -16
> Nc1nnnn1/N=C/c1cccc(O)c1
  9%, 10
> O=C(CSc1nc(C2CC2)nc2ccccc12)Nc1ccc2c(c1)OCCO2
  -12%, 9
> O=C(O)c1cccc(-c2nnn(Cc3ccccc3Cl)n2)c1
  1%, 14
> COc1ccc(NC(=O)c2nn(C34CC5CC(CC(C5)C3)C4)cc2[N+](=O)[O-])cc1
  ?, .
> CC(C)(C)OC(=O)N[C@@H](Cc1ccccc1)c1nnc(SCC(=O)c2ccc(Cl)cc2)o1
  ?, .
> CCCCC(=O)NC(=S)Nc1nnn(CCC)n1
  ?, .
> COc1ccc(-c2n[nH]c3c2CN(C(=O)c2ccc(F)cc2)CC3)cc1
  i, -16
> O=[N+]([O-])c1ccc(CS(=O)(=O)c2ncn[nH]2)cc1
  -9%, -14
> Cn1ncnc1SCc1cn2cccnc2n1
  ?, .
> COc1cccc2c1cc1c(=O)n(CC(=O)N3CCCCCC3)nc(C)n12
  i, .
> CCOc1cc(/C=N/NC(=O)C(=O)NCc2ccc3c(c2)OCO3)ccc1OCC(=O)N1CCOCC1
  ?, .
> CCCCNC(=O)c1c(C)cc(=O)oc1C
  ?, .
> COc1cccc(-c2nn(C)c3sc(C(=O)NCc4ccco4)cc23)c1
  i, -14
> O=C(NCCc1ccccc1)C1CCCN1C(=O)Nc1ccc(F)cc1 (stereo not drawn)
  7%, -10
> CCn1c(SCc2ccc(C)cc2)nnc1C1CCN(S(=O)(=O)c2ccc(OC)cc2)CC1
  -6%, -8
> COc1cc2c(C(=O)N3CCN(c4ccccc4C)CC3)c(C)oc2cc1Br
  ?, .
> CCn1ccnc1CNC(=O)CC1C(=O)NCCN1Cc1ccc(OC)cc1OC (stereo not drawn)
  ?, .
> CN(C)c1nc(N)c([N+](=O)[O-])c(N2CCCCCC2)n1
  i, 17
> CCCc1[nH]c2ccc(C(=O)OC)cc2c1CCC
  ?, .
> CC(C(=O)NCCc1ccc(Cl)cc1)n1c(=O)c2cccn2c2cccnc21 (stereo not drawn)
  0.52µM*, -6.7*
> COC(=O)c1ccc(CO/N=C/c2ccc(OC)cc2)o1
  ?, .

From PubChem

These rows are one share of the data. The share of hits here may be higher or lower than overall.
